Screening results as filed in PubChem.
Tau FP inhib – blocks human tau fibril formation measured by polarization; P10636; K18 P301L tau heparin fibrillization, Alexa594 FP, 6 h; Potency, µM (titrated, usually from 57.7 µM), for inactives: top-dose activity, negative = inhibition, actives largely listed as inhibitors; 280,000 compounds, 0.39% hits; AID 1468; note: % is set by controls: 0 for no effect and ±100 for the full control effect; nearly all actives have a fitted effect of over 55% in size
Target sequence (P10636 561-689 P618L limits assumed): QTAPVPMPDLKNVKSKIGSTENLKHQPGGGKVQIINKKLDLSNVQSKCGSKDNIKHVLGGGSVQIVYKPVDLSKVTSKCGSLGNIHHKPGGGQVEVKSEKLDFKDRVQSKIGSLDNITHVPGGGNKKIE
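Human tau K18 […] P301L fragment, 15 uM unlabeled plus 0.24 uM Alexa 594-labeled tau (final), with compound and 20 uM heparin in 100 mM sodium acetate pH 7; 6 hr at 37 C, then Alexa 594 FP read.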
Tau fibril ThT – inhibitors of human tau fibril formation, thioflavin T binding; recombinant tau K18 P301L, heparin-induced fibrillization, ThT fluorescence; Potency, µM (top dose mostly 57.4 µM), without a hit: at the highest dose activity, negative = inhibition, actives largely listed as inhibitors; 270,000 compounds, 2.1% hits; AID 1460; note: % is set by controls: 0 for no effect and ±100 for the full control effect; nearly all actives have a fitted effect of over 55% in size
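Heparin-induced fibrillization of the P301L-mutant K18 repeat-domain fragment of human tau was followed by ThT binding in quantitative high-throughput format.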
HTT cytoprotect – cytoprotection in Huntington HTT-Q103 PC12 cell model; PC12 HTT-Q103 induced, cytoprotection, ATP luminescence, 40 h; Potency, µM (top dose mostly 56.4 µM), without a hit: cytoprotection (ATP increase), hits mostly activators; 230,000 compounds, 0.14% hits;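 note: % of control where 0% means no effect; nearly all actives have a fitted effect of over 45% in size; toxic huntingtin expression switched on by the ecdysone agonist tebufenozide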
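Quantitative HTS on tebufenozide-induced (100 nM) PC12 cells expressing HTTQ103 exon 1–GFP; compounds tested as a concentration series; survival measured via cellular ATP.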
TexasRed fluor – Texas Red fluorescence interference in TRb-SRC2 counter-screen. TRb/SRC2 Texas Red total fluorescence interference. AID 1479. 280,000 compounds, 0.29% hits. Potency, µM (highest dose often 106 µM), for the others: at the highest dose fluorescence change, negative = quenching; active = well fitted curve in either direction with a large enough effect; inconclusive = small, poorly fitted or top-dose-only effect; note: % is set by controls: 0 for no effect and ±100 for the full control effect
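Human TRb ligand-binding domain at 0.6 uM with 20 nM Texas Red SRC2 peptide in Tris buffer containing 1 uM T3 and 5% DMSO, incubated with compound 5 h at ambient temperature. Total fluorescence (555/632 nm) calculated as parallel + 2 × perpendicular.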
L3MBTL1 inh – L3MBTL1 (human) inhibition. Q9Y468. AlphaScreen L3MBTL1–H3K9me1 peptide binding. Potency, µM (series often up to 57.1 µM), for the others: top-dose activity, negative = inhibition, most hits filed as inhibitors. 230,000 compounds, 0.66% hits; note: % is set by controls: 0 for no effect and ±100 for the full control effect; nearly all actives have a fitted effect of over 60% in size
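Read-out is AlphaScreen signal from streptavidin donor and nickel chelate acceptor beads (10 ug/mL final each) bridging L3MBTL1 (50 nM) and biotinylated K9-monomethylated H3(1-15) peptide (75 nM), after 30 min compound exposure at room temperature.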
TRb-SRC2 inh – disrupts binding of human TR beta to SRC2 | AID 1469 | Potency, µM (highest dose often 106 µM), for the others: at the top dose activity change, negative = inhibition, most hits filed as inhibitors | 280,000 compounds, 0.065% hits | TRbeta-SRC2 peptide binding, fluorescence polarization; receptor liganded with 1 µM T3;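 note: plate controls were bound peptide for no effect and peptide without receptor for full effect; nearly all actives have a fitted effect of over 50% in size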
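A fluorescence polarization screen tested compounds at multiple concentrations against complex formation between 0.6 uM TRb ligand-binding domain and 20 nM Texas Red SRC2 peptide, with 1 uM T3 present; readout after 5 hr.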
Tau fluor cs – counter-screen for tau fibril formation inhibitors; tau K18 P301L (four-repeat tau fragment) Alexa594 fluorescence, heparin fibrillization; AID 1463; Potency, µM (highest dose often 57.7 µM), for the others: top-dose activity change, negative = decrease; 280,000 compounds, 0.93% hits; note: % is set by controls: 0 for no effect and ±100 for the full control effect; nearly all actives have a fitted effect of over 55% in size
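Human K18 P301L tau (15 uM unlabeled plus 0.24 uM Alexa 594-labeled, final) in 100 mM sodium acetate pH 7 was mixed with compound and 20 uM heparin and incubated 6 hr at 37 C.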
RECQ1 helicase – blocks DNA unwinding by human RECQ1 | P46063 | AID 2549 | Potency, µM (series often up to 57.3 µM), for inactives: top-dose activity, negative = inhibition, usual class: inhibitors | RECQ1 DNA unwinding, red fluorescence kinetic read | 240,000 compounds, 0.54% hits;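 note: plate controls were vehicle for no effect and no enzyme for full effect; nearly all actives have a fitted effect of over 30% in size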
Target sequence (P46063 whole entry, looked up): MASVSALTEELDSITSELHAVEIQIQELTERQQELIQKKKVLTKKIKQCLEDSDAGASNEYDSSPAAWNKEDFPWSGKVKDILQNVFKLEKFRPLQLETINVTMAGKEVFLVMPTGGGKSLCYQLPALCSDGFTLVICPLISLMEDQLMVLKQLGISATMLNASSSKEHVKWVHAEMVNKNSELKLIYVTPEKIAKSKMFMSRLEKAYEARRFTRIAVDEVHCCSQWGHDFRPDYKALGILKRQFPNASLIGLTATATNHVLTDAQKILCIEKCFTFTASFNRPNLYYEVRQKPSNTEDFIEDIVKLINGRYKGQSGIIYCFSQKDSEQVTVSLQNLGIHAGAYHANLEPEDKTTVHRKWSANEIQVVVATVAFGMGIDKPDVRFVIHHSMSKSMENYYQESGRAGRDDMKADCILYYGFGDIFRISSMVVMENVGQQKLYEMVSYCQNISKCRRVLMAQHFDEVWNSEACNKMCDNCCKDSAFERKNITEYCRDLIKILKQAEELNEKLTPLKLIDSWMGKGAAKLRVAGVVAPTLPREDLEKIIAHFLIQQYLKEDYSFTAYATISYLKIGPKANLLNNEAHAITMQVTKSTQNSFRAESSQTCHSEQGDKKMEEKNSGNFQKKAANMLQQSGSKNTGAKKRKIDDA
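RECQ1T1 50 nM; forked duplex (20 bp + 30-nt ss tails) 200 nM, ATP 2 mM final; pH 8.0, 2 mM MgCl2, 2.5 ug/ml poly(dI-dC); 15 min compound preincubation; discontinuous kinetic read over 2 h at RT.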
Starred values were filed as active, the others as inactive; i = inactive; ? = inconclusive; . = not tested or not shown; & = joins results of further samples; [ ] = dose if it differs, or a comment. Unless noted, calls come from the whole dose curve; as a rule, active = well fitted curve in the direction sought with a large enough effect; inconclusive = small, poorly fitted or top-dose-only effect, or another doubt; inactive = no such curve, though single readings can be large; an effect the other way counts as inactive or inconclusive. Potency is the fitted concentration of half-maximal effect.

SMILES	Tau FP inhib	Tau fibril ThT	HTT cytoprotect	TexasRed fluor	L3MBTL1 inh	TRb-SRC2 inh	Tau fluor cs	RECQ1 helicase
CCc1ccc(S(=O)(=O)Nc2cccc(C3OCCCO3)c2)cc1	3%	-5%	?	-1%	.	-5%	-12%	i
Cc1ccccc1C(=O)NC(CC(C)C)C(=O)OCC(=O)c1c(N)n(C)c(=O)n(C)c1=O (configuration not stated)	-2%	0%	-24%	1%	.	1%	-3%	i
O=C(O)CCN1C(=O)CC(N2C(=O)/C(=C/c3ccc(Cl)cc3)SC2=S)C1=O (configuration not stated)	-10%	?	9%[10 µM]	0%	0%	-3%	-4%	-11%
COc1ccc(NC(=O)c2cc(-c3ccccc3Cl)no2)cc1	-7%	-21%	-18%	2%	-1%	2%	-13%	-3%
CN(c1ccccc1)S(=O)(=O)c1cccc(NC(=O)Cn2cnc3c2c(=O)n(C)c(=O)n3C)c1	?	5%	20%[10 µM]	2%	8%	3%	-14%	3%
COc1ccc2c(-c3ccccc3)cc(N3CCOCC3)nc2c1	4%	-14%	-11%[10 µM]	1%	.	1%	-13%	-23%
CCCC/C(C)=N\NC(=O)CNS(=O)(=O)c1ccc([N+](=O)[O-])cc1	-3%	-8%	0%	-1%	.	-10%	-6%	-10%
O=C(O)CN1C(c2ccccc2O)Nc2ccc(Br)cc2C1c1ccccc1 (configuration not stated)	-14%	-12%	5%[10 µM]	-1%	-1%	-4%	-16%	i
O=C(NCc1cccs1)c1nc2ncccn2n1	-1%	4%	2%[0.074 µM]	2%	.	-11%	6%	-3%
O=C(NCc1ccccn1)c1ccc2c(c1)N(Cc1ccccc1)CCS2	18%	?	19%[10 µM]	-3%	?	-9%	-27%	6%
C=CCNC(=O)c1ccc(OC)cc1OC	6%	-4%	29%[10 µM]	-4%	-3%	-2%	-6%	-7%
O=S(=O)(c1ccccc1)N1c2cc(Cl)ccc2Oc2nc3ccccc3nc21	5%	11%	3%[10 µM]	-6%	4%	-6%	12%	i
COCCCNC(=O)c1oc2c(c1C)-c1nn(Cc3ccccc3Cl)cc1CC2	-19%	-8%	.	-3%	.	4%	?	.
CCS(=O)(=O)N1CCc2cc(C(=O)Nc3cc(C(F)(F)F)ccc3Cl)ccc21	6%	?	.	-3%	.	3%	-26%	.
O=C(c1cc(-c2ccccc2)nc2ccccc12)N1N=C(C(F)F)CC1(O)C(F)F (configuration not stated)	-3%	-2%	-13%	-3%	-4%	-2%	-27%	-14%
C#CCn1cc(/C=N/NC(=O)c2cc3ccccc3o2)c2ccccc21	15%	?	1%[10 µM]	-4%	1%	4%	?	-5%
CCCc1nc2c(nnn2Cc2ccccc2)c(=O)[nH]1	2%	4%	5%[0.074 µM]	-2%	6%	6%	3%	2%
Cc1noc(/C=C/c2cccs2)c1S(=O)(=O)N1CCC(C(=O)NCc2ccccc2Cl)CC1	?	12%	.	-1%	.	-7%	-20%	.
Cc1ccc(-c2cc(C(=O)NCc3ccco3)c3ccccc3n2)s1	-6%	-18%	-26%	1%	-9%	-6%	-22%	-4%
O=C(Cn1nnc(-c2cccc(C(F)(F)F)c2)n1)NC(=O)NCc1ccco1	-20%	0%	-5%	3%	9%	-9%	-15%	i

Complete entries as entered above. Screens in order: Tau FP inhib, Tau fibril ThT, HTT cytoprotect, TexasRed fluor, L3MBTL1 inh, TRb-SRC2 inh, Tau fluor cs, RECQ1 helicase
`O=C(Cn1nnc(-c2cccc(C(F)(F)F)c2)n1)NC(=O)NCc1ccco1` is listed with -20%, 0%, -5%, 3%, 9%, -9%, -15%, i
`COCCCNC(=O)c1oc2c(c1C)-c1nn(Cc3ccccc3Cl)cc1CC2` is listed with -19%, -8%, ., -3%, ., 4%, ?, .
`Cc1ccc(-c2cc(C(=O)NCc3ccco3)c3ccccc3n2)s1` is listed with -6%, -18%, -26%, 1%, -9%, -6%, -22%, -4%

Following part.
SMILES	Tau FP inhib	Tau fibril ThT	HTT cytoprotect	TexasRed fluor	L3MBTL1 inh	TRb-SRC2 inh	Tau fluor cs	RECQ1 helicase
CCCn1c(=N)c(C(=O)NCC2CCCO2)cc2c(=O)n3cc(C)ccc3nc21 (configuration not stated)	-9%	-8%	.	-4%	.	1%	-13%	.
Cc1cccc(-n2nc3c(c2NC(=O)c2ccc(Br)o2)CSC3)c1C	-8%	-8%	7%[0.074 µM]	4%	-14%	4%	-2%	35µM*
O=C(/C=C/c1cccs1)Nc1cccc(NC(=O)/C=C/c2cccs2)n1	?	?	-33%[10 µM]	-1%	-10%	7%	?	-25%
CC(Sc1c[nH]c2ccccc12)C(=O)O (configuration not stated)	-6%	-13%	-9%	-2%	.	-19%	-16%	10%
CSc1nnc(-c2sccc2OCc2ccccc2)n1C	-7%	-6%	-18%	-1%	4%	4%	-6%	-6%
COC(=O)c1ccc(CON2C(=O)c3ccccc3C2=O)cc1	1%	-12%	25%	1%	.	-11%	-4%	i
O=C(CN1C(=O)COc2ccccc21)N1CCCc2ccccc21	-1%	-4%	-7%[10 µM]	1%	.	0%	3%	i
CCOC(=O)C(CC)Sc1ncnc2c1c(-c1ccccc1)cn2-c1ccc(OC)cc1 (configuration not stated)	-11%	-5%	.	-1%	.	-9%	-23%	.
CC(C)(C)NC(=O)Cn1c(=O)oc2ccc(Cl)cc21	2%	3%	-13%[10 µM]	-2%	25%	-5%	7%	-2%
COc1ccc(-c2nn(C)c(=O)[nH]2)cc1	-3%	-6%	6%[10 µM]	2%	11%	1%	-11%	i
CCCC1Cc2c(sc3nc(SC)nc(N)c23)CO1 (configuration not stated)	7%	-20%	-14%	-4%	-4%	-1%	-6%	3%
NC(=O)NC(=O)CSc1nc2cc([N+](=O)[O-])ccc2n1-c1cccc(C(F)(F)F)c1	-2%	-4%	3%[10 µM]	2%	.	0%	-23%	2%
CCCn1c(SCCN2C(=O)c3ccccc3C2=O)n[nH]c1=O	3%	0%	11%[10 µM]	0%	7%	5%	0%	i
CCN1CCN(c2oc(/C=C/c3ccccc3OC)nc2C#N)CC1	3%	-12%	.	-2%	.	-5%	-28%	.
Cc1ccc(-c2nc(-c3ccccn3)no2)cc1[N+](=O)[O-]	4%	?	-40%[10 µM]	-3%	-3%	5%	-4%	-5%
Cn1c(=O)c(NCCc2ccccc2)c2c3c(cccc31)C(=O)c1ccccc1-2	-3%	-15%	-19%	45µM*[fluorescent]	.	28µM*	-27%	10µM*
O=C(CN1CCC(NC(=O)c2ccc(Br)cc2)CC1)NCc1cccs1	-11%	-8%	-5%[10 µM]	-2%	0%	-1%	-7%	i
CCOc1ccc(C(=O)N2CCN(c3cnn(-c4ccccc4)c(=O)c3Cl)CC2)cc1	5%	1%	-15%	-5%	7%	-5%	2%	-14%
O=C(Nc1cc(S(=O)(=O)Nc2ccccc2Cl)ccc1O)c1cc2c(s1)CCCC2	?	.	14%[10 µM]	-2%	.	2%	9%	-6%
COc1cccc(/C=N/n2c(C)nc3ccccc32)c1OC	3%	?	-31%[10 µM]	0%	7%	9%	-7%	-8%
COc1ccc(-c2noc(-c3ccc(Br)o3)n2)cc1	-3%	?	6%[10 µM]	-3%	6%	3%	-19%	-14%
CC1=C(C(=O)Nc2ccccn2)C(c2ccccc2)n2ncnc2N1 (configuration not stated)	-2%	-7%	-3%	-1%	1%	4%	-2%	i
Cc1ccc(NC2SC(=O)N(Cc3cccc(C(=O)O)c3)C2=O)c(C)c1 (configuration not stated)	-5%	-8%	31%[10 µM]	0%	8%	-2%	-6%	0%
Cc1cncn1CCc1nc2c3ccccc3nc(SCC(=O)Nc3ccc(F)cc3)n2n1	-5%	-14%	.	-5%	.	-6%	-5%	.
COC/C=C/C1=CC2=CC(=O)C(C)(OC(=O)c3ccco3)C(=O)C2=CO1 (configuration not stated)	?	25µM*	7%	3%&8%	.	-8%&-15%	?	28µM*
O=C(Nc1ccc(Cl)cc1)c1ccc2c(c1)N(Cc1ccccc1)CCS2	11%	-5%	.	-1%	.	-9%	?	.
CN1C=CC(=CC=C2C=CC(=O)C=C2)C=C1	-2%	-20%	10%[10 µM]	-2%	-6%	-8%	-22%	-7%
COc1ccccc1-n1c(SCC(=O)N2CCCC2)nnc1-c1ccccc1	-6%	0%	6%[10 µM]	0%	.	0%	-8%	i
CCc1nn(CC(=O)NCCCN2CCN(CC)CC2)c(=O)c2cc3occc3n12	-2%	5%	.	1%	.	-2%	6%	.
COCCn1c(N)c(Sc2ccc([N+](=O)[O-])cc2)c(=O)[nH]c1=O	-6%	-3%	-10%	2%	1%[11.4 µM]	-5%	0%	i
CCC(C)NC(=O)C1CCN(S(=O)(=O)N2CCOCC2)CC1 (configuration not stated)	-12%	2%	11%	-1%	.	-14%	-2%	-2%
CCOc1cc(/C=N/NC(=O)CN2CCCCC2)ccc1OCc1ccccc1	2%	-6%	-22%	0%	-1%	-7%	-1%	-10%
CC(C)c1ccc(NC(=S)NNC(=O)C2CC2)cc1	-8%	-10%	-44%[inhibitor]	-3%	9%	4%	-7%	i
CCOC(=O)c1c(C)c(C(=O)N2CCN(C(=O)c3ccco3)CC2)c(C)n1C	10%	-3%	-26%	-1%	-14%	6%	7%	-8%
CCN(CC)C(=O)Cn1ncc2c([nH]c3ccccc32)c1=O	-1%	-17%	.	5%	.	8%	-16%	.
COc1ccccc1CNC(=O)CSc1ccsc1[N+](=O)[O-]	-7%	?	?	-6%	.	-8%	-24%	-15%
Fc1ccccc1-n1cc(-c2ccccc2)[nH]c1=S	-1%	-3%	-4%[10 µM]	6%	-13%	-4%	-2%	-1%

This is a subset; count on the stated rates, not on these rows.
